# AGP1 TOR yeast – modulators of AGP1-GFP expression in yeast TOR pathway, primary screen, cell-based, multiplex flow cytometry, S. cerevisiae, MLPCN library | 320,000 tested, 0.02% active | GFP response vs DMSO, % at 10 µM | 3 h; GFP as percent of DMSO wells;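 active = GFP response relative to DMSO above a set limit, near screen average plus 3 SD, cut at about 150% in these data; inconclusive = fewer than 70 cells counted for the yeast strain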;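 note: median GFP channel fluorescence of the gated AGP1 strain per well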
# CIT2 TOR yeast – modulators of CIT2-GFP expression in yeast, primary screen, S. cerevisiae, GFP fusion, multiplex flow cytometry, MLPCN library; AID 2029, 2009; S. cerevisiae CIT2-GFP strain, 3 h; 100 means same as DMSO wells; 320,000 tested, 0.065% active; GFP response vs DMSO, % at 10 µM;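 active = GFP response relative to DMSO above a set limit, near the screen mean plus 3 SD, cut at about 150% in these data; inconclusive = Fewer than 70 cells measured for a yeast strain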;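 note: ratio of well median GFP fluorescence to mean of DMSO wells on the plate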
# VLA-4 inh – inhibition in human VLA-4 binding assay, primary screen, VLA-4 allosteric modulator project, MLPCN library, flow cytometry, VLA-4 expressing cells | Integrin alpha-4 (Homo sapiens), P13612 | ligand binding flow cytometry | inhibition, % (about 7 µM as worked out from the volumes in the protocol) | 330,000 tested, 0.2% active | AID 2557, 2010; in the data active = inhibition above about 50%
# Target sequence (P13612 whole entry, looked up): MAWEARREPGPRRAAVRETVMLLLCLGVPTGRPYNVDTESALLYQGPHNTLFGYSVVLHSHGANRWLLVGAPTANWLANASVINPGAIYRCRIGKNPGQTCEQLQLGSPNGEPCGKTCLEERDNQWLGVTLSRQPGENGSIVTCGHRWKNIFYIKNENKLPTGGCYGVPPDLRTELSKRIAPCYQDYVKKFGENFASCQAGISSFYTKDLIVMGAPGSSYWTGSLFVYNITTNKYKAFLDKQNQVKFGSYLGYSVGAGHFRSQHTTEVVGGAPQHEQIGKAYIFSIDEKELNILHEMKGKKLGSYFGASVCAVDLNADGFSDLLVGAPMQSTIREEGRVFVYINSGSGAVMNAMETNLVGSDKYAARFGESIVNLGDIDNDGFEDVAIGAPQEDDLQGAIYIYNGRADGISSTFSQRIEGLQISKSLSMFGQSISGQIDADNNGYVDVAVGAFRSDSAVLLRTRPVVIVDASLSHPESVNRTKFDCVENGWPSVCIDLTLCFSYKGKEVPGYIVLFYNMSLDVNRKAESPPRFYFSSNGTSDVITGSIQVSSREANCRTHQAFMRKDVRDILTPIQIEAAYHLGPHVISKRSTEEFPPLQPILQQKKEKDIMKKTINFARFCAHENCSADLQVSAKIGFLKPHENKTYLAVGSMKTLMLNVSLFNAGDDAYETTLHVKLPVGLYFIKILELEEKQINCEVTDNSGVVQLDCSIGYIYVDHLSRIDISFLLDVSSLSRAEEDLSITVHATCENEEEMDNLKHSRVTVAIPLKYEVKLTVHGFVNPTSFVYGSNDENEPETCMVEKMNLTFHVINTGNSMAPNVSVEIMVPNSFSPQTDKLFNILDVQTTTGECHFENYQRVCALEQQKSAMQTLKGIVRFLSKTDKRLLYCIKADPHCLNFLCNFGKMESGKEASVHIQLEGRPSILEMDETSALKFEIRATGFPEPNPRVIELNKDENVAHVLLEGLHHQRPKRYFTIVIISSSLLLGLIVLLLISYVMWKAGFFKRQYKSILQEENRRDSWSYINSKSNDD
# GLD-1 RNA inh – GLD-1/TGE RNA complex disruptors, primary screen, biochemical, fluorescence polarization | purified GLD-1 + fluorescein TGE RNA | Female germline-specific tumor suppressor gld-1 (Caenorhabditis elegans), Q17339 | AID 2280, 2010 | inhibition, % at 5.96 µM | 320,000 tested, 0.44% active;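 active = percent inhibition above a per-plate cutoff, the plate mean of test compounds plus 3 SD, cut at about 30% in these data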;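 note: 0% = DMSO wells with GLD-1 and probe and 100% = wells lacking GLD-1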
# Yeast superoxide – reduction of superoxide in aged yeast, primary screen, HTS | S. cerevisiae aged cells, superoxide DHE fluorescence; active compounds read low | superoxide response (% of plate mean), % at 10 µM | 330,000 tested, 0.18% active;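 active = superoxide response under a set limit, about three screen SD below normal, cut at about 65% in these data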;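 note: yeast aged for seven days with compound at 30 °C before DHE staining; 100% = average MFI of all compound-treated wells on the plate with controls excluded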
# GRK2 aptamer HTS – compounds blocking aptamer binding on GRK2 – biochemical, human GRK2, bead flow cytometry, HTS, primary screen; FAM-aptamer displacement from GRK2; 330,000 tested, 0.59% active; inhibition of aptamer binding, % at 10 µM;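 active = inhibition of aptamer binding above 40%, roughly 3 SD of noise, on plates passing a quality check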;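 note: median bead fluorescence of bound FAM aptamer so fluorescent compounds give negative values; no value below 0 was filed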
# MCL1-BIM inh – inhibitors of MCL1 binding to BIM-BH3, primary screen, biochemical, fluorescence polarization. Induced myeloid leukemia cell differentiation protein Mcl-1 (Homo sapiens), Q07820. GST-MCL1 / FITC-Bim-BH3 fluorescence polarization. inhibition, % at 10.9 µM. 320,000 tested, 0.68% active. AID 2057, 2009;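 active = inhibition above the mean inhibition of all tested compounds plus 3 SD, set per campaign, cut at about 40% in these data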;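 note: 0% = DMSO wells and 100% = unlabeled Bim-BH3 peptide control; higher means more loss of mP so more displacement of Bim peptide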
# BCLXL inh – inhibitors of human Bcl-xL, primary screen, biochemical, fluorescence polarization, HTS; Bcl-2-like protein 1 (Homo sapiens), Q07817; GST-Bcl-xL / FITC-Bim BH3 peptide fluorescence polarization; inhibition, % at 10.9 µM; 320,000 tested, 0.7% active; AID 2129, 2009;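 active = inhibition above the mean of all tested compounds plus 3 SD, cutoff set per campaign, cut at about 30% in these data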;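 note: 0% = DMSO wells and 100% = unlabeled Bim-BH3 peptide competitor; inhibitors lower millipolarization by displacing the labeled peptide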
# MEX-5 binding – MEX-5 zinc finger RNA-binding disruptors – biochemical, C. elegans, fluorescence polarization, MLPCN library, primary screen; AID 1832, 2009; MEX-5/FITC-TCR2 RNA binding; active compounds read low; activity score (negative = inhibition of binding), % at 10 µM; Zinc finger protein mex-5 (Caenorhabditis elegans), Q9XUB2; 300,000 tested, 0.38% active;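 active = inhibition past about -25% in most replicates, and total fluorescence under double the plate's negative control median, limit read from the data; inconclusive = replicates evenly split on the limit, or fluorescence at least double controls; inactive = too little inhibition in most replicates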;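 note: 0% = DMSO and -100% = 5 µM competing unlabeled TCR2 RNA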
# Starred values were filed as active, the others as inactive; ? = inconclusive; nt = not tested or not shown; [ ] = another dose, or the depositor's remark.
SMILES,AGP1 TOR yeast,CIT2 TOR yeast,VLA-4 inh,GLD-1 RNA inh,Yeast superoxide,GRK2 aptamer HTS,MCL1-BIM inh,BCLXL inh,MEX-5 binding
c1ccc(Cc2cc[n+](Cc3ccccn3)cc2)cc1,117,117,4,-2,112,1,4,5,-3.0
CC(C)C(=O)N1CCN(c2ccc([N+](=O)[O-])cc2Cl)CC1,100,96,-7,-2,97,1,5,6,3.4
COc1ccccc1C1CCN(C(=O)c2ccc(C(C)(C)C)cc2)CC1,93,90,3,10,98,1,1,2,2.3
CN1CCN(S(=O)C23CC4CC(CC(C4)C2)C3)CC1 (centres undefined),106,108,-3,3,90,0,10,4,-0.9
COc1ccc(C2=NS(=O)(=O)N(C)C(C(=O)NC3CCCC3)=C2)cc1,103,113,-19,0,84,1,11,5,1.2
COc1ccc(Nc2nc3ccc(C)cn3c(=O)c2/C=N/O)cc1,82,nt,-3,-3,88,0,5,7,-0.9
COCC(C)NC(=O)C1CC(=O)N(c2ccc(C)cc2)C1 (centres undefined),96,95,37,-2,93,1,3,-1,0.3
CC(=O)NC(CC(=O)Nc1nccs1)c1ccccc1 (centres undefined),108,110,0,7,98,1,-12,-2,2.0
Cc1cc2cc(CCNC(=O)c3cccs3)c(=O)[nH]c2cc1C,99,99,-16,1,95,3,0,2,-0.7
COc1cccc(NC(=O)CN2C(=O)COc3ccc(Cl)cc32)c1,102,101,45,4,95,5,7,3,3.2
Cc1ccc(OCC(=O)NCCCNC(=O)c2ccncc2)cc1C,102,105,2,7,121,0,2,1,3.3
CCCn1c(=S)[nH]c2ccc(C(F)(F)F)cc21,102,102,0,7,114,2,-6,-8,1.9
CCOC(=O)CSc1nc(-c2ccccn2)ncc1OC,97,96,2,5,89,5,1,2,0.4
O=C(NOCc1ccccc1)c1ccc(Cl)cc1Cl,109,102,37,1,89,1,3,8,nt
CCCn1nc(CC(=O)O)c2ccccc2c1=O,105,103,14,-2,85,2,-2,3,1.2
CCN(CC)CCCNC(=O)C1CCN(C(=O)c2oc3cc4sc(N(C)C)nc4cc3c2C)CC1,93,95,4,-6,83,3,3,7,-0.4
O=C(NCCCN1CCOCC1)C(Sc1ccccc1)c1ccccc1 (centres undefined),93,99,4,14,109,0,-3,-7,2.1
COC(=O)c1cc2ccccc2n1Cc1ccc(Cl)nc1,93,94,10,18,90,1,-1,-1,-1.1
Cc1ccc(NC(=O)CC(NCCN2CCOCC2)C(=O)O)cc1Cl (centres undefined),105,90,-11,-2,101,1,3,4,-2.3
CCOC(=O)C1=C(C)NC(=O)CC1c1cc(OC)c(OC)cc1Br (centres undefined),nt,99,5,-8,100,0,-2,0,-2.1
CC(=O)c1ccc(NC(=O)C(=O)c2cn(CC(=O)N3CCCCC3)c3ccccc23)cc1,98,102,-1,-3,98,0,2,3,2.7
CC(C)C(NC(=O)c1ccc(F)cc1)C(=O)N1CCN(c2ccccn2)CC1 (centres undefined),108,100,-2,4,89,1,nt,nt,nt
COc1cc2c(cc1OC)C(c1ccc(N(C)C)cc1)NCC2 (centres undefined),100,104,-3,-4,94,5,-4,0,-0.8
CCn1c(-c2ccc(N)cc2)nc2ccccc21,100,100,12,2,101,1,-3,1,0.8
CCOC(=O)C1=C(CSc2nc3c(cc2C#N)CCC3)OC(N)=C(C#N)C1c1ccccc1 (centres undefined),85,87,-9,-68,97,1,6,13,-1.4

# (continued)
SMILES,AGP1 TOR yeast,CIT2 TOR yeast,VLA-4 inh,GLD-1 RNA inh,Yeast superoxide,GRK2 aptamer HTS,MCL1-BIM inh,BCLXL inh,MEX-5 binding
COc1ccc(CCNC(=O)C/C(C)=N/NC(=O)c2ccc(N)cc2)cc1OC,101,98,9,3,103,0,5,1,-0.2
O=[N+]([O-])c1cccc(Cl)c1CSc1ccccn1,98,102,4,1,109,1,0,-12,0.8
CCn1nc(C)cc1C(=O)N1CCCC(C(=O)c2ccc3ccccc3c2)C1 (centres undefined),104,96,9,1,96,4,6,5,1.1
NS(=O)(=O)c1ccc(NC(=O)c2cc(Cl)ccc2Cl)cc1,86,nt,-7,-3,98,4,5,-1,0.0
CCOc1ccc(NS(=O)(=O)c2ccc(C(=O)N3CCN(c4ncccn4)CC3)cc2)cc1,111,106,4,11,101,0,4,5,0.2
COc1ccc(N(CCC#N)C(=O)/C(C#N)=C\c2cccs2)cc1,112,97,24,3,95,1,-2,-3,-1.2
COc1ccc(N2C(=O)[C@H]3[C@@H](C2=O)C2c4ccccc4C=NN2[C@H]3C(=O)C(C)(C)C)cc1 (some centres undefined),97,87,-2,4,102,1,4,1,-0.2
CCOC(=O)c1c(NC(=O)Cc2cccs2)sc(C(=O)NC2CCCC2)c1C,106,102,7,-10,105,5,0,2,-1.8
CC(=O)Nc1nnc(CCS(=O)(=O)c2ccc(C)c(C)c2)s1,108,102,0,2,93,1,4,-1,1.9
COc1ccc(NC(=O)Nc2ccc3c(c2)C(=O)N([C@H](C)CO)C[C@H](C)[C@@H](CN(C)C(=O)Nc2ccc4c(c2)OCO4)O3)cc1,nt,nt,6,5,110,0,nt,nt,nt
O=C(NCc1ccc(Cl)cc1)C1CCN(c2nnc(N3CCCC3=O)s2)CC1,86,89,10,4,105,0,3,1,0.4
COc1cccc(S(=O)(=O)NCc2ccc(C(=O)Nc3ccc(C)cc3)cc2)c1,100,101,2,9,78,7,4,6,-2.4
C=CCOc1c(Br)cc(/C=N/n2c(CC)n[nH]c2=S)cc1Br,101,110,4,2,91,1,-21,-13,2.1
COc1cc(C(=O)NCC2CCCO2)ccc1OCc1ccccc1Cl (centres undefined),74,84,6,1,88,1,-1,3,2.3
COC(=O)C1CCN(CC(=O)Nc2ccccc2Sc2ccccc2)CC1,108,104,0,3,93,3,7,5,2.0
O=C(CN1C(=O)COc2ccc(S(=O)(=O)N3CCCCCC3)cc21)NCc1ccc(F)cc1,104,98,2,5,72,0,-3,-4,3.0
COc1ccccc1-n1nc(C)cc1N,107,101,-1,3,90,0,1,1,1.1
CC(=O)c1ccc(NC(=S)NC(=O)/C=C/c2ccco2)cc1,95,98,9,3,110,0,3,4,-0.6
COc1ccc(CNC(=O)c2ccccc2[N+](=O)[O-])cc1,103,108,2,6,96,4,6,3,-3.2
Cn1c(NC(=O)c2ccc(F)cc2)c(-c2ccccn2)c(=O)c2ccccc21,97,99,-7,2,96,3,2,2,-2.5
Cc1c(C#N)c2ncn(Cc3ccccn3)c(=O)c2n1-c1ccccc1,97,101,-2,1,94,3,7,0,1.7
COC(=O)c1nc(-c2ccccc2)n[nH]1,97,86,-8,1,117,2,0,4,-0.2
CCOc1ccc2nc(CN3CCN(Cc4ccccc4OCC)C(CCO)C3)ccc2c1 (centres undefined),104,104,7,4,93,0,10,4,-0.5
CCCCn1c(NC(=O)C2CCCCC2)nc2ccccc21,98,99,-2,3,97,0,7,8,-2.4
C=CCn1c(SCC(=O)c2ccc(OC)cc2)nnc1C(C)NC(=O)c1cccs1 (centres undefined),104,nt,0,2,109,0,1,-1,-2.3

# Brought forward from above: two entries, then new ones.
SMILES,AGP1 TOR yeast,CIT2 TOR yeast,VLA-4 inh,GLD-1 RNA inh,Yeast superoxide,GRK2 aptamer HTS,MCL1-BIM inh,BCLXL inh,MEX-5 binding
CCCCn1c(NC(=O)C2CCCCC2)nc2ccccc21,98,99,-2,3,97,0,7,8,-2.4
C=CCn1c(SCC(=O)c2ccc(OC)cc2)nnc1C(C)NC(=O)c1cccs1 (centres undefined),104,nt,0,2,109,0,1,-1,-2.3
O=c1[nH]c(=S)[nH]c2[nH]c(=S)[nH]c12,119,112,-35,16,92,1,93*,44*,?
O=C(COC(=O)CCNS(=O)(=O)c1ccccc1)NNC(=O)c1ccccc1,103,103,9,3,102,0,-5,-2,1.5
CC(=O)Nc1ccc(CN2CCN(Cc3ccc(C)cc3)C(CCO)C2)cc1 (centres undefined),97,93,-4,-3,80,0,-4,0,2.8
NC1=NC2(CCCCC2)N=C(Nc2ccc(Br)cc2)N1,nt,nt,2,-2,100,0,8,3,-0.7
CCOc1ccccc1NC(=S)Nc1ccc2cn[nH]c2c1,103,102,nt,7,96,4,16,5,-1.2
CCc1cccc(CC)c1NC(=O)C(NS(=O)(=O)c1cccs1)c1ccccc1 (centres undefined),94,99,8,5,99,2,-3,-1,-0.6
CCn1c2ccccc2c2cc(NC(=S)N3CCOCC3)ccc21,102,105,21,-4,110,0,12,2,nt
CCN1CCN(CCCN(Cc2ccco2)C(=S)Nc2ccc(Cl)c(C)c2)CC1,108,92,24,-3,102,0,-3,2,-2.8
CN(C)C1=NCCN1CC1CCCC1,94,93,-5,-4,102,0,-12,2,nt
COc1cc(OC)c(NC2=NCCCCC2)cc1Cl,95,87,12,-1,103,0,-6,-4,0.2
COc1ccc(CCNC(=O)CC(=O)NCCc2ccc(OC)cc2)cc1,83[may fluoresce red],110[may fluoresce red],14,5,85,0,1,4,-0.6
CCOC(=O)C1(Cc2ccccc2C)CCCN(C(=O)CCc2cccnc2)C1 (centres undefined),91,93,-4,5,114,3,1,5,-1.2
COc1ccc(NC(=O)c2ccccn2)cc1,103,98,8,7,89,0,11,7,-0.2
CCOc1ccccc1OCCN1CCC(Cc2ccccc2)CC1,107,108,11,-1,98,0,-3,-5,1.2
CCNC(=S)/C(=C(/[O-])c1ccc([N+](=O)[O-])cc1)[n+]1ccccc1,100,105,-2,0,118,7,1,-3,-1.0
Cc1ccccc1S(=O)(=O)Cc1ccc(C(=O)NC2CC2)o1,99,109,-10,6,91,0,-2,4,-1.7
COc1ccc(-c2cc(C(=O)OCC(=O)N3CCCCC3)c3ccccc3n2)cc1OC,105,102,-8,7,118,0,nt,nt,nt
CCOC(=O)C1=C(CSc2nc3ccccc3s2)NC(=O)NC1c1cc(C)ccc1C (centres undefined),99,97,-1,5,94,3,7,4,1.4
Cc1nn(-c2ccccc2)c2sc(C(=O)NC3CCCCC3)cc12,95,99,9,1,104,0,9,5,-4.5
Cc1ccc(C)c(C(=O)CSc2n[nH]c(-c3ccncc3)n2)c1,100,105,6,6,115,0,12,6,0.2
COc1ccc(OC)c(S(=O)(=O)N2CCCC(C)C2)c1 (centres undefined),111,104,1,8,95,2,4,4,-1.0
CC(C)(C)c1ccc(S(=O)(=O)Nc2cccc(C3OCCCO3)c2)cc1,94,95,18,-1,111,7,-2,1,-2.1
CCOC(=O)C1CNc2cc(S(=O)(=O)CC)ccc2O1 (centres undefined),99,108,-10,3,99,0,4,8,0.7
Cc1ccc(NC(=O)C2CCC(N3C(=O)C4CCCCC4C3=O)CC2)cc1 (centres undefined),97,102,10,-2,101,0,-4,-6,0.0
Cc1ccc(S(=O)(=O)NCCC(=O)NCCN2CCCCCC2)cc1,100,100,-21,0,86,0,13,12,-0.9
COc1cc(NC(=O)c2cc(-c3ccccc3)nc3c2cnn3C(C)C)cc(OC)c1OC,96,86,13,14,106,0,nt,nt,nt
